SENP7 block = inhibitors of human SENP7 protease; Q9BQF6; recombinant SENP7, Z-RLRGG-aminoluciferin luminescence, 40 min; inhibition, % at 5 µM; 330,000 tested, 1.5% active; AID 434973;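 active means inhibition above about 50% at the single test dose, limit read from the data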;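 further: plate controls were DMSO with enzyme for no effect and no enzyme buffer wells for full effect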
NR3A LBD binder = modulators (binders) of human NR3A ligand-binding domain; Tm shift relative to glycine control, % at 25 µM; AID 1259313; 340,000 tested, 2.5% active; NR3A LBD differential scanning fluorimetry, Tm shift; 0% = protein alone, 100% = glycine-bound protein;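 active means melting temperature shift of at least 10% of the positive control shift, at one fixed dose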
SENP8 inh = inhibitors of human SENP8 protease. inhibition, % at 20 µM. AID 602440. 360,000 tested, 0.64% active. recombinant SENP8, Nedd8 substrate fluorescence. Q96LD8; in the data active means inhibition mostly above about 40%, no sharp cut-off; inactive means mostly below about 27%
Target sequence (Q96LD8 whole entry, looked up): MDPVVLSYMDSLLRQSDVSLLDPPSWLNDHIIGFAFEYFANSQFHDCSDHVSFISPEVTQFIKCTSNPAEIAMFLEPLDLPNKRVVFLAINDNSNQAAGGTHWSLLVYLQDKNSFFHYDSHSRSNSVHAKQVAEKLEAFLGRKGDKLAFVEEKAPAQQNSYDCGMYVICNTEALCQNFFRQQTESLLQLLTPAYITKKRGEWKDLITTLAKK
HKDC1 inh = HKDC1 (human) hexokinase inhibition; Q2TB90; recombinant HKDC1, G6PDH/diaphorase resazurin coupled fluorescence; inhibition, % at 20 µM; 340,000 tested, 0.16% active;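 active means inhibition above about 35% when tested at 20 µM, limit read from the data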;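 further: plate controls were DMSO wells with enzyme for no effect and DMSO wells lacking enzyme for full effect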
Target sequence (Q2TB90 whole entry, looked up): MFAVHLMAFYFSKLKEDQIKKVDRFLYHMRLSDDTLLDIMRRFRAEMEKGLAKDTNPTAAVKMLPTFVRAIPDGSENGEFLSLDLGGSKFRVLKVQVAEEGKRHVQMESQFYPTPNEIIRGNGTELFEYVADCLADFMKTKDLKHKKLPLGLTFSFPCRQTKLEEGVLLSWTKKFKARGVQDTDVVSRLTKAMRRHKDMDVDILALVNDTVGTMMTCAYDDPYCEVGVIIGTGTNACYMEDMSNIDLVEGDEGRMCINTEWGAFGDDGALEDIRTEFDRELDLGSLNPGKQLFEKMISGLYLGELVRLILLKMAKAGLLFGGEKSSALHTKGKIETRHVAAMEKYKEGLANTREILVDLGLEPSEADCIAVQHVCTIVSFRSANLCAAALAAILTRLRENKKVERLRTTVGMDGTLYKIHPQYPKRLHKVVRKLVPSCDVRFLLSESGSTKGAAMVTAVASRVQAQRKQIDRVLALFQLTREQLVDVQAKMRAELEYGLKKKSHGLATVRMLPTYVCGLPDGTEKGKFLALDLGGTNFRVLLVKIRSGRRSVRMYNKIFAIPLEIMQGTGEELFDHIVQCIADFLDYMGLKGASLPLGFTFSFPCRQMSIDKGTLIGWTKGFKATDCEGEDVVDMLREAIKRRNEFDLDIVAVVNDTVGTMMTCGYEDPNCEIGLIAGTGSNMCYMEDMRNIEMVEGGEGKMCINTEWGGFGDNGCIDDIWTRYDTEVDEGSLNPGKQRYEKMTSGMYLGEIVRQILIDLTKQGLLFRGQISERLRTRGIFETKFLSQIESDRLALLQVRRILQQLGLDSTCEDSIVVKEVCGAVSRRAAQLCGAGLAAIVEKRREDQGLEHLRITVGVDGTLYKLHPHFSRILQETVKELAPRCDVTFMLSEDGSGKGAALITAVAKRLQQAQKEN
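Assay system: in-house recombinant HK5 (HKDC1) enzyme. Input: HKDC1 at 5 µg/mL. Medium: Tris pH 8.0 buffer with MgCl2, Tween-20, BSA, BME. Dosing: single 20 µM dose. Schedule: 90 min reaction incubation at room temperature, dark. Signal: resazurin-to-resorufin fluorescence via G6PDH and diaphorase coupling, 525/613 nm. Controls: DMSO-enzyme wells negative, buffer-substituted wells positive.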
PfG6PD inh = PfG6PD (Plasmodium falciparum) enzyme inhibition | PfGluPho enzyme, NADPH resazurin-diaphorase fluorescence | inhibition, % at 20 µM | 350,000 tested, 0.78% active | AID 504690;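 active means inhibition reaching at least a set limit at 20 µM in the primary screen, cut at about 59% in these data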;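 further: 0% = DMSO wells with substrate and 100% = DMSO wells lacking glucose-6-phosphate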
MPTP inh = inhibitors of mitochondrial permeability transition pore; 360,000 tested, 1.4% active; isolated mouse mitochondria, Ca2+ swelling absorbance, 30 min; inhibition, % at 10 µM;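 active means inhibition of 50% or more, scaled per plate between neutral and stimulator controls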;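 further: 0% = DMSO wells given calcium and 100% = 1 mM EGTA wells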
SENP6 inh = inhibitors of human SENP6 protease; Q9GZR1; Recombinant SENP6 catalytic domain, aminoluciferin luminescence; inhibition, % at 10 µM; 330,000 tested, 1.8% active;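 active means inhibition above about 50% at the single tested dose, limit read from the data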;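 further: plate controls were DMSO wells with enzyme for no effect and DMSO wells lacking enzyme for full effect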
ATG4B inh = blocks human ATG4B protease cleavage of LC3 substrate; ATG4B cleavage of LC3-PLA2, NBD-HPC fluorescence, 1 h; Q9Y4P1; inhibition, % at 8.33 µM; 340,000 tested, 0.51% active; AID 504462; in the data active means inhibition above about 40%
Numbers without * were called inactive; i = inactive; . = no result given.

SMILES	SENP7 block	NR3A LBD binder	SENP8 inh	HKDC1 inh	PfG6PD inh	MPTP inh	SENP6 inh	ATG4B inh
COC(=O)C(C)NC(=O)C1CCCN1C(=O)CNC(=O)OCc1ccccc1 (stereo not drawn)	6	1	11	-4	-10	-0.5	-15	7
CN1c2ccccc2-c2nc3ccccc3n2C1c1ccco1 (stereo not drawn)	-1	4	i	-4	16	-1.6	-3	0
COc1cc(/C=N/Nc2ccc(C)cc2)cc(Br)c1O	-1	-3	-60	18	36	0.7	7	0
Cc1ccc(C)c(S(=O)(=O)N(C)c2ccc(OC(=O)CN3C(=O)NC4(CCCC4)C3=O)cc2)c1	.	2	2	2	16	0.0	.	-23
CCOC(=O)CSc1nnc([C@H](CC(C)C)NC(=O)OC(C)(C)C)o1	.	-10	17	-6	16	-3.2	.	-4
Cc1ccc(S(=O)(=O)N2CCN(C)CC2)cc1C(=O)NC1CCCCC1	6	1	7	-9	-7	-0.4	-2	3
CC(=O)c1ccc(N2CCN(S(=O)(=O)c3c(C)[nH]c(=O)[nH]c3=O)CC2)cc1	4	0	-130	-7	-16	-1.3	10	0
COc1ccccc1NS(=O)(=O)c1cccc(C(=O)NC2CCN(Cc3ccccc3)CC2)c1	-4	.	7	-3	-2	80*	-17	-6
CCOC(=O)C(CC(=O)O)NCc1ccco1 (stereo not drawn)	-5	-3	13	-4	-12	0.9	11	-2
O=C(c1ncn(Cc2ccccc2)c1C(=O)N1CCN(c2ccccc2)CC1)N1CCN(c2ccccc2)CC1	-5	-1	16	4	10	0.2	-19	-20
O=C(NCCC1=CCCCC1)c1ccc(F)cc1	-13	-5	15	-12	32	2.3	15	5
Cn1nc(CC(=O)Nc2ccc3c(c2)OCCO3)c2ccccc2c1=O	3	0	18	-5	11	33	0	0
NS(=O)(=O)c1ccc(N/N=C/C=C/c2ccccc2[N+](=O)[O-])cc1	4	0	25	1	25	1.0	19	-9
CCCCN(C(=O)c1ccc([N+](=O)[O-])s1)c1c(N)n(CC(C)C)c(=O)[nH]c1=O	-4	0	28	-2	12	-2.2	0	-10
Cc1cc(CNC(=O)CC2C(=O)NCCN2Cc2ccccc2C(F)(F)F)nn1C (stereo not drawn)	4	0	4	-3	-11	1.5	7	-4
COC(=O)c1ccc(CNCC(O)COc2ccc(-c3ccccc3)cc2)cc1 (stereo not drawn)	5	-3	7	7	-7	89*	-14	0
COc1cccc(CN2CCN(c3cccc(C(F)(F)F)c3)CC2)c1OC	-6	3	-2	2	18	-0.1	-25	6
COc1ccc(Cn2ccnc2SCC(=O)NC2CCCC2)cc1	-5	-1	4	-7	-9	-0.3	12	-1
CCn1c2ccccc2c2cc(NC(=O)c3ccc(=O)oc3)ccc21	-4	5	-326	1	-1	10	8	9
O=C(CN(C(=O)Cn1nnc(-c2ccc(F)cc2)n1)C1CCCC1)NC1CCCC1	0	0	17	-10	9	1.0	1	-15
CCOC(=O)CSc1nc(C)c2cccc(C)c2n1	1	1	-13	2	11	1.3	-3	5
OC(COc1ccc2c(c1)OCO2)CN1CCCCC1 (stereo not drawn)	1	-1	5	-11	-8	-0.1	-2	5
CCC(=O)Nc1ccccc1N1CCN(c2ccc(F)cc2)CC1	-19	-1	15	7	-8	1.3	-10	10
Cc1nc(/C(N)=N/OC(=O)c2c(-c3ccccc3Cl)noc2C)cs1	1	0	13	1	-16	7.3	-11	2
Cc1c(C(=O)N2CCOCC2)sc2nc(-c3ccccc3)cn12	3	-3	7	-2	-8	0.7	0	1

Other results
SMILES	SENP7 block	NR3A LBD binder	SENP8 inh	HKDC1 inh	PfG6PD inh	MPTP inh	SENP6 inh	ATG4B inh
COC(=O)c1cn(-c2ccccc2)c(C)c1C(=O)OC	-6	1	15	-4	-18	-1.1	-25	-15
CC(C)CN(C(=O)c1cccc(Cl)c1)c1c(N)n(Cc2ccccc2)c(=O)[nH]c1=O	2	0	-9	-2	3	0.5	7	-3
Cc1cccc(C)c1NC(=O)c1sc(Cl)nc1C	-2	-7	24	-2	-2	38	-10	3
Cc1ccc2c(n1)CC(C)(C)CC2=O	4	1	18	2	12	0.8	-2	-10
COc1ccccc1CNCC(O)(c1ccc(Cl)cc1)c1ccc(Cl)cc1	-1	-3	8	11	7	-0.7	-10	-9
CC(C)(C)OC(=O)NC(=NCCCc1cn(CC(=O)N2CCN(C(=O)OC(C)(C)C)CC2)nn1)NC(=O)OC(C)(C)C	-13	-7	14	4	-4	-2.5	-15	-10
O=P(OCC1CCCO1)(OCC1CCCO1)OCC1CCCO1 (stereo not drawn)	.	-1	1	-8	8	0.1	.	0
CCN(CC)CCCn1c(=S)[nH]c2cc(C(=O)OC)ccc2c1=O	-3	-4	-152	-9	5	0.2	4	-6
CC(=O)c1ccc(OCCCC(=O)NC2CCCc3ccccc32)cc1 (stereo not drawn)	5	-4	12	-2	-15	-0.2	-5	6
COc1cc(OC)cc(C(=O)Nc2nnc(-c3cccnc3)o2)c1	0	5	5	-1	-10	-0.3	7	0
COC(=O)CN1C(=O)C(O)(CC(=O)c2ccc(Cl)cc2)c2ccccc21 (stereo not drawn)	-2	1	1	0	-8	-0.2	-6	-6
CC(=O)Nc1ccc(C(=O)N(C2=NC(C)CS2)c2ccc(Cl)cc2)cc1 (stereo not drawn)	-4	0	-4	-2	-12	-1.9	-13	-5
COc1cc(SC)ccc1C(=O)NNC(=O)c1cc(C)oc1C	98*	3	-4	-4	5	-2.4	98*	0
COc1ccc(-c2nn(-c3ccccc3C)cc2CNCc2cccnc2)cc1F	-8	0	5	-1	12	0.0	-6	6
O=C(Cn1cc(SCc2ccc(Cl)cc2)c2ccccc21)N1CCOCC1	49	-12	19	-17	25	0.4	67*	-11
O=C1c2ccccc2CN1C(CO)c1ccccc1 (stereo not drawn)	8	1	0	4	12	0.1	-25	-11
O=[N+]([O-])c1ccc(-c2nc(C(Cl)Cl)c3ccccc3n2)cc1	-15	3	20	-3	-1	1.4	-6	-7
Cn1cncc1C(=O)c1ccccc1	0	1	11	-4	-10	4.8	-17	-6
CN(Cc1ccccc1)CC(O)CN(C)Cc1ccccc1	.	1	-6	-6	-6	0.5	.	-4
CCCN(CC(=O)Nc1ccccc1OC)C(=O)CCC(=O)c1ccc(F)cc1	-8	-1	0	0	10	-1.1	-2	-1
N#Cc1cc2cc3c(cc2nc1SCC(=O)N1CCOCC1)OCCO3	-7	4	-131	-3	9	0.2	-34	-18
CC(=O)C12C3C4C(C5C1C3C5(Br)C41OCCO1)C21OCCO1 (stereo not drawn)	-6	3	3	-6	12	1.1	1	1
COc1ccc(NC(C)=O)cc1CP(=O)(c1ccccc1)c1ccccc1	-4	4	22	-3	1	-0.4	-28	-6
Cc1cc(C(=O)O[C@H]2[C@H](Cc3ccccc3)NS(=O)(=O)[C@H]3C[C@@H]4C=C[C@]23O4)ccc1[N+](=O)[O-]	-2	-7	15	-3	-1	1.5	11	5
COc1cc(OC)cc(C(=O)NNC(=S)NC2CC2)c1	-1	-2	11	-10	19	0.1	-8	3

Next records
SMILES	SENP7 block	NR3A LBD binder	SENP8 inh	HKDC1 inh	PfG6PD inh	MPTP inh	SENP6 inh	ATG4B inh
Cc1ccc(NS(=O)(=O)c2ccc(Br)s2)nc1	0	1	25	-5	-3	-0.1	-13	-9
CSc1ncccc1C(=O)OCC(=O)NCc1ccc2c(c1)OCO2	13	-1	17	7	-10	1.4	14	-1
CC1(C)CC2(CCO1)OC(=O)CC2C(=O)Nc1c(Cl)cccc1Cl (stereo not drawn)	3	0	15	2	1	0.3	-16	-4
CCOc1ccc(NC(=O)Cn2c(=O)oc3ccccc32)cc1	5	0	15	-7	2	-1.0	-10	-1
O=C(OCC(=O)N(CCc1ccccc1)Cc1ccccc1)c1ccccc1O	2	2	-3	4	-3	0.8	-12	10
CCOC(=O)C1=C(COC(=O)/C=C/c2cccc(Cl)c2)NC(=O)NC1C (stereo not drawn)	7	0	12	1	-5	-0.4	1	4
O=C(CSc1nc(C(F)(F)F)cc(=O)[nH]1)NCC1CCCO1 (stereo not drawn)	-7	0	13	1	-9	-0.2	-8	-8
C=CCN1C=C2C(=O)C(C)(OC(=O)CCC(=O)OC)C(=O)C(Br)=C2C=C1c1ccc(OC)cc1 (stereo not drawn)	12	-1	-40	36*	86*	0.8	43	-6
O=C(Nc1ccc(F)cc1F)N1CCCN(CCOc2ccccc2)CC1	-5	-1	18	-4	-1	2.0	-11	-12
CCOCCCNC(=S)N(CCN(CC)CC)Cc1cc2cc3c(cc2[nH]c1=O)OCCO3	5	-3	-321	-7	5	-0.1	2	-12
C=CCNc1oc(-c2ccc(Cl)cc2)nc1C#N	-5	-7	3	-24	-23	1.3	-26	3
CCN1C(=O)/C(=C2\C=Cc3ccccc3N2CC)SC1=S	9	-24	46*	-2	1	6.7	-19	-2
CC1CCCCC1NC(=O)COC(=O)/C=C/c1ccc2c(c1)OCO2 (stereo not drawn)	2	-4	-320	-11	11	12	3	0
O=S(=O)(NCC(c1cccnc1)N1CCOCC1)c1ccc(Cl)cc1 (stereo not drawn)	-7	-1	7	-11	3	0.5	-12	8
COc1ccc(-c2cc3c(=O)n(CC(=O)NCc4ccc(Cl)cc4)ncn3n2)cc1	-14	3	-80	-3	-26	-2.0	-6	1
CN1CCN(C(=O)c2ccc(-n3cccc3)cc2)CC1	1	-2	13	-10	6	2.6	1	2
CCOc1ccccc1CN(Cc1ccco1)S(=O)(=O)c1ccc(-n2cnnn2)c(OC)c1	.	1	13	10	28	2.2	.	-10
CCOC(=O)C1CCN(S(=O)(=O)c2cn(C)c(C)n2)CC1	0	-2	-49	-3	4	-1.0	5	-7
CC(=O)Nc1ccc(NC(=O)Cc2ccc(S(=O)(=O)N3CCCCC3)cc2)cc1	3	1	-4	1	-16	1.1	-1	6
O=C1CSC(c2ccccn2)N1c1ccccc1F (stereo not drawn)	-7	1	3	-3	4	-0.8	-11	0
O=C(NNc1c(Cl)cc(Cl)cc1Cl)c1n[nH]c(=O)c2ccccc12	-6	-1	14	-7	-3	17	-33	1
COC(=O)c1cccc(NC(=O)/C=C/c2ccc([N+](=O)[O-])cc2)c1	2	-1	13	-5	3	5.8	-1	-8
CCCCNC(=O)COC(=O)c1cc2c(C)nn(-c3ccccc3)c2s1	0	1	-169	-7	-10	-6.5	-2	-11
COc1ccc(NS(=O)(=O)c2cc(NC(=O)/C=C/c3cccs3)ccc2N2CCOCC2)cc1	1	30*	-7	4	14	18	3	-5
Cc1cccc(NC(=O)NNC(=O)c2ccc(C)c([N+](=O)[O-])c2)c1	3	-1	17	-3	-10	-0.8	5	9

Four entries drawn at random from those above:
SMILES	SENP7 block	NR3A LBD binder	SENP8 inh	HKDC1 inh	PfG6PD inh	MPTP inh	SENP6 inh	ATG4B inh
CCOC(=O)C1CCN(S(=O)(=O)c2cn(C)c(C)n2)CC1	0	-2	-49	-3	4	-1.0	5	-7
O=C(CSc1nc(C(F)(F)F)cc(=O)[nH]1)NCC1CCCO1 (stereo not drawn)	-7	0	13	1	-9	-0.2	-8	-8
O=S(=O)(NCC(c1cccnc1)N1CCOCC1)c1ccc(Cl)cc1 (stereo not drawn)	-7	-1	7	-11	3	0.5	-12	8
CCOC(=O)C1=C(COC(=O)/C=C/c2cccc(Cl)c2)NC(=O)NC1C (stereo not drawn)	7	0	12	1	-5	-0.4	1	4

(continued)
SMILES	SENP7 block	NR3A LBD binder	SENP8 inh	HKDC1 inh	PfG6PD inh	MPTP inh	SENP6 inh	ATG4B inh
COc1ccc(NC2=Nc3ccccc3N3C2=Nc2c(c(C)nn2-c2ccc(C)cc2)C3c2cccnc2)cc1 (stereo not drawn)	2	8	-258	-3	19	3.3	-4	0
CC(=O)Nc1nc(-c2ccc([N+](=O)[O-])cc2)cs1	-7	1	6	-4	15	0.2	-10	-10
Cn1c(NCCO)nc2c1c(=O)n(Cc1cccc(Cl)c1)c(=O)n2C	2	-2	18	-1	-6	6.8	-20	-12
COc1ccc(C)cc1NC(=O)CSc1nc(SC)ns1	10	-26	18	-3	18	1.6	-35	-3
O=C(COc1ccc(Cl)cc1Cl)NN=C1c2ccccc2-c2ccccc21	-8	1	-6	-7	-2	5.5	-23	-5
CC(=O)Nc1cccc(OCc2cccc([N+](=O)[O-])c2)c1	.	17*	8	-1	58	-1.1	.	0
